# NSD2 inh – blocks human histone methyltransferase NSD2; NSD2 peptide methylation, AlphaScreen, 120 min; O96028; hit rate 0.54% among 310,000; inhibition, % at 12.5 µM; in the data active = inhibition above about 50%
# Numbers without * were called inactive.
SMILES,NSD2 inh
Cc1ccc(S(=O)(=O)NCC2CCN(C(=O)C(=O)c3cccs3)CC2)cc1,-2
CCc1nc2ccc(C(=O)NCCc3ccccn3)cn2c1N(C)Cc1nccs1,-6
CCNC(=O)C1(C)CCN1CCS(=O)(=O)c1ccc(C)cc1 (stereo not drawn),1
CC(O)(c1ccc(F)c(F)c1)c1nc(-c2csc3ccccc23)cs1 (stereo not drawn),-2
COc1ccc(Nc2cc(C(=O)NCc3ccco3)c3ccccc3n2)cc1,-3
CCCCN(C=O)c1c(CC)nc2ccc(C(=O)N3CCN(C(=O)c4ccco4)CC3)cn12,-11
CC1(C)CCC(C)(C)c2cc(NC(=O)c3ccc(C(=O)O)cc3)ccc21,-1
CC1(C(=O)NS(=O)(=O)c2cccc(OC(F)F)c2)CCN1C(=O)COc1ccc(Cl)cc1 (stereo not drawn),-3
CC(=O)Nc1cc(-c2cccnc2)cn2c(-c3cccc(C(F)(F)F)c3)cnc12,2
CN(C)C(=O)N1CCN(C(=O)[C@H](CCc2ccccc2)NC(=O)[C@H]2O[C@@H](n3cnc4c(N)ncnc43)[C@H](O)[C@@H]2O)CC1,-3
CC1(Oc2cccc(C#N)c2)CCN(Cc2ccc(-c3ccccn3)cc2)C1 (stereo not drawn),11
CCCCNC(=O)C1(C)CCN1C(=O)c1cc(-c2ccccc2)cs1 (stereo not drawn),-4
Cc1c(Cl)cccc1NC(=O)C1CCCCC1,0
CN1CCCC(C)(C(=O)Nc2ccc(-n3cccc3)cc2)C1 (stereo not drawn),4
O=C1CCCC(=O)N1c1ccc(N2CCN(c3ccc([N+](=O)[O-])cc3)CC2)c([N+](=O)[O-])c1,-2
CC(C)NC(=O)OCc1c(COC(=O)NC(C)C)c([N+](=O)[O-])n2c1CCC2,-3
C#Cc1cccc(Nc2nc(NCCOC)nc3ccsc23)c1,6
Clc1ccc(-c2cc(-c3nnc4sc(Cc5cccs5)nn34)[nH]n2)cc1,-3
CC1(C(=O)Nc2ccc3c(c2)OCCO3)CCN1C(=O)CC1CCCC1 (stereo not drawn),-3
C#Cc1ccc(NC(=O)C2(C)CCN2C(=O)Cc2ccc(C(C)C)cc2)cc1 (stereo not drawn),5
CC1(C(=O)NS(=O)(=O)C2CC2)CCN(C(=O)c2ccccc2OC(F)(F)F)C1 (stereo not drawn),-5
Cn1c(NCCc2ccncc2)nc2cc(-c3cccc(C(F)(F)F)c3)sc2c1=O,-2
COc1ccccc1CNC(=O)Nc1nc(C(N)C(C)C)cs1 (stereo not drawn),8
COc1ccc(F)cc1-c1cc(C(=O)NCc2cccc(C(F)(F)F)c2)[nH]n1,-1
CCOC(=O)C1CCCN(C(=O)c2c(-c3ccccc3)noc2C)CC1 (stereo not drawn),-1
COc1ccccc1NC(=O)O[C@@H]1CC[C@@]23CCCN2C(=O)CCC[C@H]3C1,-1
COc1cc(CNc2ncnc3c2ncn3[C@H]2CN(Cc3ccc(-c4ccccc4)cc3)C[C@@H](CO)O2)cc(OC)c1OC,4
CCc1ccc(C(O)c2ncc(-c3cccc(OC)c3)[nH]2)cc1 (stereo not drawn),11
O=C(NCc1ccc(Cl)nc1)c1csc([C@@H]2O[C@H](CO)[C@H](O)[C@H](O)[C@H]2O)n1,-2
Cc1cncc(N2CCN(c3ccccn3)CC2)n1,1

# 18 structures from above, sorted by SMILES length, highest first.
SMILES,NSD2 inh
CN(C)C(=O)N1CCN(C(=O)[C@H](CCc2ccccc2)NC(=O)[C@H]2O[C@@H](n3cnc4c(N)ncnc43)[C@H](O)[C@@H]2O)CC1,-3
COc1cc(CNc2ncnc3c2ncn3[C@H]2CN(Cc3ccc(-c4ccccc4)cc3)C[C@@H](CO)O2)cc(OC)c1OC,4
O=C1CCCC(=O)N1c1ccc(N2CCN(c3ccc([N+](=O)[O-])cc3)CC2)c([N+](=O)[O-])c1,-2
O=C(NCc1ccc(Cl)nc1)c1csc([C@@H]2O[C@H](CO)[C@H](O)[C@H](O)[C@H]2O)n1,-2
CC1(C(=O)NS(=O)(=O)C2CC2)CCN(C(=O)c2ccccc2OC(F)(F)F)C1 (stereo not drawn),-5
COc1ccc(F)cc1-c1cc(C(=O)NCc2cccc(C(F)(F)F)c2)[nH]n1,-1
Cn1c(NCCc2ccncc2)nc2cc(-c3cccc(C(F)(F)F)c3)sc2c1=O,-2
C#Cc1ccc(NC(=O)C2(C)CCN2C(=O)Cc2ccc(C(C)C)cc2)cc1 (stereo not drawn),5
Clc1ccc(-c2cc(-c3nnc4sc(Cc5cccs5)nn34)[nH]n2)cc1,-3
CC1(Oc2cccc(C#N)c2)CCN(Cc2ccc(-c3ccccn3)cc2)C1 (stereo not drawn),11
CC1(C(=O)Nc2ccc3c(c2)OCCO3)CCN1C(=O)CC1CCCC1 (stereo not drawn),-3
CCOC(=O)C1CCCN(C(=O)c2c(-c3ccccc3)noc2C)CC1 (stereo not drawn),-1
CCCCNC(=O)C1(C)CCN1C(=O)c1cc(-c2ccccc2)cs1 (stereo not drawn),-4
CCc1ccc(C(O)c2ncc(-c3cccc(OC)c3)[nH]2)cc1 (stereo not drawn),11
CN1CCCC(C)(C(=O)Nc2ccc(-n3cccc3)cc2)C1 (stereo not drawn),4
COc1ccccc1CNC(=O)Nc1nc(C(N)C(C)C)cs1 (stereo not drawn),8
C#Cc1cccc(Nc2nc(NCCOC)nc3ccsc23)c1,6
Cc1cncc(N2CCN(c3ccccn3)CC2)n1,1

# New compounds follow.
SMILES,NSD2 inh
Cc1cccc(-c2cc(N3CCCN(C)CC3)n3nccc3n2)c1,26
C(=N\Nc1nc(N2CCOCC2)nc(N2CCOCC2)n1)/c1ccco1,12
COc1cc2c3nnc(-c4ccccc4)c-3cn(Cc3ccccc3F)c2cc1OC,1
COc1ccc(NC(=O)c2cccc3c(-c4cnn(C)c4)coc23)cc1,0
C=CCn1c(COc2ccc(Cl)cc2)nnc1SCC(=O)c1ccccc1,-1
CC(=O)Nc1ccc(S(=O)(=O)NCC2CCC(C(=O)NCCCOC(C)C)CC2)cc1 (stereo not drawn),0
COc1ccccc1C(O)c1ncc(-c2ccccc2C)[nH]1 (stereo not drawn),1
COCCNC(=O)C1(C)CCCN(Cc2csc3ccccc23)C1 (stereo not drawn),-6
CCC(NC(=O)Cn1c(-c2ccccc2)cc(C(C)=O)c1C)c1ccccc1 (stereo not drawn),1
O=[N+]([O-])c1cccc(C2=Nn3c(nnc3-c3ccccc3)SC2)c1,1
Cc1ccc(-n2c(SC/C=C/c3ccccc3)nnc2-c2cccs2)cc1,0
Cc1nc(C(F)(F)F)ccc1C(=O)N1CCC1(C)C(=O)NS(C)(=O)=O (stereo not drawn),-4
CCc1nc2c(OCc3ccc(F)c(F)c3)cccn2c1N(C)C(=O)C1CC1,0
CCCCNC(=O)C1(C)CCCCN1Cc1ccc(-c2ccccc2)cc1 (stereo not drawn),4
COc1cccc(C(O)c2nc(/C=C/c3ccc(C(F)(F)F)cc3)cs2)c1 (stereo not drawn),-3
CCc1nc2c(OCCn3cccc3)cccn2c1N(C)C(=O)c1ccc(OC)cc1,6
Cn1c(=O)c2cc(NC(=O)Cc3cccnc3)ccc2n1-c1ccc2ccccc2c1,1
CCCCN(C)c1c(C)nc2ccc(C(=O)NCc3ccc(OC)cc3)cn12,3
CC(=O)Nc1ccc(-c2ccnc3c2CC(C(=O)NC(C)C)O3)cc1 (stereo not drawn),-1
CC(C)N1CCC1(C)C(=O)Nc1cccc2ccccc12 (stereo not drawn),-1
COc1ccc(Br)cc1/C=N/NC(=O)c1cc(Br)ccc1O,-5
CC(C)NC(=O)NC1CCN(CC(=O)Nc2ccc3c(c2)OCCO3)CC1,0
C=CCN=C1NC(c2ccccc2)C(C(=O)OC)=C(C)N1Cc1ccccc1C(F)(F)F (stereo not drawn),1
O=C(CSc1nnc(-c2ccc(Cl)cc2)n1-c1ccc(Cl)cc1)N/N=C/c1ccccc1C(=O)O,4
CCc1nc2c(OCc3ccc(C(=O)N(C)C)cc3)cccn2c1N(C)C(=O)Nc1ccccc1OC,1
CC1(Oc2ccc3ccccc3c2)CCN(Cc2cccn2-c2nccs2)C1 (stereo not drawn),-7
CN1CCN(c2ccc(CNC(=O)C3(C)Cc4c(-c5ccc6c(c5)OCO6)ccnc4O3)cc2)CC1 (stereo not drawn),12
Cc1ccc(-n2[nH]c(C)c(C=Nc3ccc(S(=O)(=O)Nc4nccs4)cc3)c2=O)cc1,9
CC1(C(=O)NS(=O)(=O)c2cccc(Cl)c2)CCN1C(=O)c1cccc2ccccc12 (stereo not drawn),-2
COc1cccc(CN2CCC2(C)C(=O)Nc2cccc(NS(C)(=O)=O)c2)c1OC (stereo not drawn),1
CC1(Cc2ccc(Cl)s2)C(=O)Nc2c(Cl)ccc(Cl)c21 (stereo not drawn),1
CCc1nnc(NS(=O)(=O)c2ccc(NC(=O)c3cc4ccccc4oc3=O)cc2)s1,2
Cc1ccc(C(O)c2ncc(-c3ccccc3)[nH]2)c(C)c1 (stereo not drawn),4
Cc1occc1C(=O)N=Nc1c(O)[nH]c2ccc(Br)cc12,1
CNc1cncc(-c2ccc(OC)cc2OC)n1,1
COC(=O)C1=C(C)N(Cc2cccc(C(F)(F)F)c2)C(=NCC2CC2)NC1c1ccccc1C(F)(F)F (stereo not drawn),1
Cc1cc(C)nc(Nc2nc(C(N)Cc3ccc(Cl)cc3)cs2)n1 (stereo not drawn),5
COc1cc(CNc2ncnc3c2ncn3[C@H]2CN(Cc3cccc(C(F)(F)F)c3)C[C@@H](COC(C)=O)O2)cc(OC)c1OC,-13
O=C(N/N=C/c1cccs1)c1cccc(NC(=O)c2ccc(Cl)cc2)c1,4
OC(c1ccc(Cl)cc1)c1ncc(-c2ccc(Cl)cc2)[nH]1 (stereo not drawn),7
CCCC(=O)N1CCC1(C)C(=O)Nc1ccc(-n2cncn2)cc1 (stereo not drawn),-1
O=C(O)c1cc(-c2ccccc2)nc2nc(N3CCCCC3)sc12,9
CC1(C(=O)NCc2ccc(Cl)cc2)CCN1C(=O)c1cccc(F)c1 (stereo not drawn),0
CC(C)=CCC/C(C)=C/C[C@]12C[C@H](C(=O)O)N(C(=O)OC(C)(C)C)[C@@H]1N(C(=O)OC(C)(C)C)c1ccccc12,18
CCCCOC(=O)C(C)Nc1n[nH]c(=S)[nH]c1=O (stereo not drawn),6
CCNC(=O)C1(C)CCCN1C(=O)c1ccc(-c2ccccc2)cc1 (stereo not drawn),-7
O=C(NCc1cccc(C(F)(F)F)c1)c1csc([C@@H]2C[C@H](O)[C@@H](CO)O2)n1,0
O=C(Nc1ccc2c(c1)OCO2)c1ccc2sc([C@@H]3O[C@H](CO)[C@H](O)[C@H](O)[C@H]3O)nc2c1,-2
COc1ccc(C(NC(=O)C2CCN(CCOc3ccc(Cl)cc3Cl)CC2)c2cccs2)cc1 (stereo not drawn),17
CCN(CC)C(=O)c1cccc(-c2csc(C(O)c3ccccc3)n2)c1 (stereo not drawn),-2
Cc1ccc(Nc2nc(-c3ccc(O)c(O)c3)cs2)nc1,88*
CC(O)(c1cccc(F)c1)c1nc(-c2cnc3ccccc3c2)cs1 (stereo not drawn),-2
O=C(NC1CCCC1)C1C(c2ccccc2)=Nc2ccccc2N1C(=O)c1ccc(C(F)(F)F)cc1 (stereo not drawn),2
O=C(Nc1ccc(F)cc1Cl)C1CCCN1S(=O)(=O)c1cccc2cccnc12 (stereo not drawn),0
CCc1nc2c(OCc3ccccc3)cccn2c1N(C)C(=O)c1ccc(OC)cc1,1
COc1ccc(NC(=O)C2Cc3c(-c4cccc(NC(C)=O)c4)ccnc3O2)cn1 (stereo not drawn),-2
COC(=O)c1cc(C)nc(Nc2nc(C(N)Cc3ccc(F)cc3)cs2)n1 (stereo not drawn),6
Cn1c(=O)c2cc(NC(=O)NCc3ccc(Cl)cc3Cl)ccc2n1Cc1ccc(F)cc1,-2
COc1cc(CNC(=O)c2cc(-c3ccc(OC)cc3C)n[nH]2)cc(OC)c1,-2
Cc1cc(NS(=O)(=O)c2ccc(NC(=O)CSc3nnc(-c4ccco4)n3-c3ccc(Cl)cc3)cc2)nc(C)n1,4
# Further records follow:
SMILES,NSD2 inh
NC(Cc1ccc(Cl)cc1)c1csc(NC(=O)NCCc2ccccc2)n1 (stereo not drawn),-1
CC1(C(=O)NS(=O)(=O)C2CC2)CCN(C(=O)c2cc(F)cc(F)c2)C1 (stereo not drawn),-1
CCCCNC(=O)C1CCCN1C(=O)Nc1ccc2c(c1)OCO2 (stereo not drawn),-1
COC(=O)c1cc(=O)n(Cc2ccco2)c(=Nc2ccccc2)s1,5
O=C(NCc1ccc(C(F)(F)F)cc1)O[C@H]1CC[C@@]23CCCN2C(=O)CCC[C@H]3C1,-1
CCCC[C@@H]1CNC(=O)C(=O)N1CCCC,-3
N#Cc1cc2c(N)c(C(=O)Nc3ccccc3)sc2nc1N,3
Cc1ccc(S(=O)(=O)c2cc3c(=O)n4ccccc4nc3n(Cc3ccco3)c2=N)cc1C,2
COCCN1C[C@@H](CO)O[C@@H](n2cnc3c(NCc4ccco4)ncnc32)C1,0
CCn1cnc2sc(C(=O)N3CCN(Cc4ccc5c(c4)OCO5)CC3)c(C)c2c1=O,2
CC(=Nc1ccc(Cl)cc1N)c1c(O)cc(C)oc1=O,7
COc1ccc(C(O)c2nc(-c3ccccc3OC)cs2)cc1 (stereo not drawn),-4
CN1CCCN(C(=O)C2CCCN(C(=O)c3ccc4c(c3)NC(=O)CS4)C2)CC1 (stereo not drawn),4
Cc1cc2nc(NC(=O)C3(C)CCN(C)C3)[nH]c2cc1C (stereo not drawn),1
COc1ccc(C(=O)N2CCCC(C)(C(=O)NS(=O)(=O)C3CC3)C2)cc1 (stereo not drawn),-4
O=C(NCc1cccnc1)c1cc(C2CCCCN2C(=O)c2ccc3ccccc3c2)on1 (stereo not drawn),2
CCc1nc2c(OCCC3CCCCC3)cccn2c1N(C)C(=O)c1ccc(OC)cc1,-3
COCCNC(=O)C1(C)Cc2c(-c3ccc4c(c3)OCO4)ccnc2O1 (stereo not drawn),0
COc1ccccc1-c1cnc(C(O)c2ccc(C)cc2C)[nH]1 (stereo not drawn),3
CCCNC(=O)C1(C)CCCN(C(=O)c2c(C)noc2C)C1 (stereo not drawn),-2
COc1ccc(C(C(=O)N(C)C2CCCC2)N(Cc2ccc(F)cc2)C(=O)c2cc(C)on2)cc1OC (stereo not drawn),-2
Cc1ccc(C=Nn2c(-c3n[nH]c4c3CCC4)n[nH]c2=S)s1,24
CCCN(CCC)C(=O)c1cc([N+](=O)[O-])cc2c1-c1ccc([N+](=O)[O-])cc1C2=C(C#N)C#N,8
COc1cc(CN2C[C@@H](CO)O[C@@H](n3cnc4c(NCC(C)C)ncnc43)C2)cc(OC)c1OC,0
Cc1cc(N2CCC[C@@H]2C)nc2ccccc12,31

# Screening data (PubChem)

# Not all compounds are listed (hit frequency here may not be typical).
